Mcl1 Noxa PPI: disrupts binding of human Mcl-1 to Noxa peptide. Q07820. TR-FRET Mcl-1/Noxa peptide binding, 2 h. inhibition, % at 21.7 µM. 220,000 compounds, 1.5% hits;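 active means compounds that cut the protein-peptide binding signal by more than 50% relative to plate controls in a single-dose test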;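 further: His-tagged Mcl-1 with rhodamine Noxa BH3 peptide and terbium anti-His antibody; 0% = Mcl-1 plus Noxa peptide wells and 100% = peptide-only wells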
Rac1 wt GTP bind: human Rac1 wildtype GTP binding, inhibitors and activators | GST-Rac1 beads, fluorescent GTP binding, flow cytometry; actives lie on both sides; 0 = cold GTP competed, 100 = untreated | AID 757 | GTP binding activity (% of control), % at 10 µM | 190,000 compounds, 0.27% hits;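 active means GTP binding activity at least 20 points away from the 100% control level, either lower or higher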
Avidin fluor: avidin bead compound fluorescence profile | fluorescence (KMESF) at 10 µM | 220,000 compounds, 0.38% hits | Avidin beads, compound fluorescence 488/530 nm, flow cytometry; active compounds read high; in the data active means fluorescence above about 47; further: inactives centre near 10
ABCG2 block: blocks JC-1 efflux by human ABCG2 transporter; Q9UNQ0; IgMXP3 cells, flow cytometry; inhibition, % at 6.6 µM; 190,000 compounds, 0.1% hits; AID 1325;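 active means inhibition above 80%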;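 further: 0% = DMSO and 100% = nicardipine control wells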
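Test system: IgMXP3 (ABCG2) plus far-red-tagged CCRF-Adr (ABCB1) cells. Reagent: JC-1 dye as substrate. Timing: 10 min exposure at 25 °C with rotation, no wash. Measured by: flow cytometric JC-1 green MFI at 530 nm. Read-out: percent efflux inhibition, scaled nicardipine 100% to DMSO 0%. Control set: nicardipine and DMSO wells.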
ABCB1 inh: inhibitors of human ABCB1 transporter, ABCG2 counter-screen. AID 1326. inhibition, % at 6.6 µM. CCRF-Adr cells, JC-1 efflux, flow cytometry. 190,000 compounds, 0.067% hits; in the data active means inhibition above about 40%;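 further: 0% = vehicle and 100% = reference inhibitor; higher value means more JC-1 retained so stronger ABCB1 efflux block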
Target sequence (P08183 whole entry, looked up): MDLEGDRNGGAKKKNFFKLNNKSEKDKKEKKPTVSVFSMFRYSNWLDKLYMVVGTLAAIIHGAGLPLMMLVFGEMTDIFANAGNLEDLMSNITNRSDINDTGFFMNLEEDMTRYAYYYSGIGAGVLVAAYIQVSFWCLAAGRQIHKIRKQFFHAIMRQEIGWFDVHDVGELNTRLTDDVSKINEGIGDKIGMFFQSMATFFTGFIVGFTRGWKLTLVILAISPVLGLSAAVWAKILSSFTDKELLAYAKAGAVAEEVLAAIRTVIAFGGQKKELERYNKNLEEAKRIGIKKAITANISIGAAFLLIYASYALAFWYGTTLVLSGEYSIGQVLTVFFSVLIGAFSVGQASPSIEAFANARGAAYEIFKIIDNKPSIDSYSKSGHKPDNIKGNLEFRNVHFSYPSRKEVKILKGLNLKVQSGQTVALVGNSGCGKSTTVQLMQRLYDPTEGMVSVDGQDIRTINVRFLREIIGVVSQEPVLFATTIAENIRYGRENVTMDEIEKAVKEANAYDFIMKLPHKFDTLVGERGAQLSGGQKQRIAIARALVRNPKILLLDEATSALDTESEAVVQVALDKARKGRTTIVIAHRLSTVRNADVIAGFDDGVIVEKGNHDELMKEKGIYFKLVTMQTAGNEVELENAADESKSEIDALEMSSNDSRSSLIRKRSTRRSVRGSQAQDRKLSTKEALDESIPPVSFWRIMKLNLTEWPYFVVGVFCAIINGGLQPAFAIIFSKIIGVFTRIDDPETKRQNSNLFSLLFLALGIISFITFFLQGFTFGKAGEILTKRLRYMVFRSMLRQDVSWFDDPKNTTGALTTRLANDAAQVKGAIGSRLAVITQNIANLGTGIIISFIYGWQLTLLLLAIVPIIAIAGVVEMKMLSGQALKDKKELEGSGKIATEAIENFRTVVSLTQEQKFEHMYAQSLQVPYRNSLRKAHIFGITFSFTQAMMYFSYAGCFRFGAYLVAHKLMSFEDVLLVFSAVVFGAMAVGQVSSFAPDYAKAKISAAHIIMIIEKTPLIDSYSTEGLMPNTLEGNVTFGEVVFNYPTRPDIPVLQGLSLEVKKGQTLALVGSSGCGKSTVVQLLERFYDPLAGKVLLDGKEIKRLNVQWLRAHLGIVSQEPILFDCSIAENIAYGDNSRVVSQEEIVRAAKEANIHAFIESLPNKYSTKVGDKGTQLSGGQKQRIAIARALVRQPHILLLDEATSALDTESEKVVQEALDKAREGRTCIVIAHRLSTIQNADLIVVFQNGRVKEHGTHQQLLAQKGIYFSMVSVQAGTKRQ
Rab2 wt GTP: changes GTP binding to wildtype dog Rab2A, up or down; AID 760; GST-Rab2 wt beads, Bodipy-GTP binding, flow cytometry; GTP binding activity, % at 10 µM; 190,000 compounds, 0.19% hits; P61105;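 active means GTP binding activity at least 20 points away from 100%, either lowered or raised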;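 further: 0% = beads with excess unlabeled GTP and 100% = no-compound control corrected for plate trend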
Cdc42 wt GTP: changes GTP binding to wildtype human Cdc42; GST-Cdc42 beads, Bodipy-GTP binding, flow cytometry; actives lie on both sides; P60953; AID 761; 190,000 compounds, 0.2% hits; percent activity (GTP binding), % at 10 µM;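 active means percent activity GTP binding at least 20 points away from the 100% baseline, either down as inhibitor or up as activator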;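 further: median bead fluorescence of bound Bodipy-FL-GTP at 100 nM; 0% = excess unlabeled GTP control and 100% = no compound control; below 100% means less GTP binding so inhibitor and above means activator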
Rac1 mut GTP: alters GTP binding to activated mutant human Rac1 | P63000 | GST-Rac1 activated beads, fluorescent GTP binding, flow cytometry; actives lie on both sides; 100% means binding = to untreated wells | percent activity (GTP binding), % at 10 µM | 190,000 compounds, 0.11% hits;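 active means GTP binding at least 20 percentage points away from the 100% baseline, in either direction, so actives lie on both sides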
Rab7 wt modul: dog Rab7 wildtype GTP binding, inhibitors and activators; GST-Rab7 beads, fluorescent GTP binding, flow cytometry; actives lie on both sides; untreated = 100%, excess cold GTP = 0%; GTP binding activity (percent of control), % at 10 µM; 190,000 compounds, 0.055% hits; AID 758;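 active means fluorescent GTP binding to Rab7 beads changed by at least 20 points from the 100% baseline, either direction, mostly lower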;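 further: median green fluorescence of bound Bodipy-FL-GTP per Rab7 bead population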
HRas wt GTP bind: modulators of GTP binding to human HRas wildtype. P01112. GST-Ras wt beads, Bodipy-FL-GTP binding, flow cytometry; actives lie on both sides. GTP binding activity, % at 10 µM. 190,000 compounds, 0.14% hits;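 active means GTP binding activity at least 20% away from the 100% baseline, either lowered as inhibitor or raised as activator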;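 further: 0% = unlabeled GTP competition control and 100% = no-compound control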
Pf gametocyte: kills late stage P. falciparum gametocytes | inhibition, % at 10.9 µM | P. falciparum stage V gametocytes, ATP luminescence, 24 h | AID 743093 | 150,000 compounds, 0.065% hits;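 active means inhibition above the mean plus 3 SD of compounds within the control limits, set per campaign, cut at about 38% in these data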;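 further: 0% = DMSO wells and 100% = medium only without gametocytes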
* = called active by the depositor; . = not tested or not shown.

No.	structure	Mcl1 Noxa PPI	Rac1 wt GTP bind	Avidin fluor	ABCG2 block	ABCB1 inh	Rab2 wt GTP
1	Cc1cc(C)n2c(SCC(=O)Nc3cc(C)on3)nnc2n1	-5	106	30	-3	-0.3	103
2	COc1ccc(C(=O)NC(=S)N2CCN(c3ccc([N+](=O)[O-])cc3)CC2)cc1	13	101	11	16	1.4	98
3	CCCCC(=NCCc1c(C)[nH]c2ccc(OC)cc12)C1=C(O)CC(c2ccccc2)CC1=O (stereo not given)	5	97	23	-1	-0.1	93
4	CCCCCCNCC1OCc2ccccc2CO1	24	99	13	-1	-9.7	97
5	CCOC(=O)c1sc(Nc2nc(OC)cc(OC)n2)nc1C	-9	96	7	8	0.9	96
6	Cc1ccc(S(=O)(=O)NC(=O)Nc2nnc(C)s2)cc1	17	101	6	0	-0.1	104
7	Clc1ccc(OCCCNCc2ccccc2)c(Br)c1	21	101	15	1	0.5	106
8	Cn1c(=O)c2c(-c3ccccc3F)c3c(nc2n(C)c1=O)-c1ccccc1C3O (stereo not given)	42	104	4	23	2.5	100
9	Cc1ccc(NS(=O)(=O)N(C)C)cc1	31	103	7	4	0.9	98
10	COc1ccc(OC)c(NC(=O)c2c(NC(=O)CNCc3ccco3)sc3c2CCC3)c1	16	103	7	1	0.8	97
11	C=CCn1c(SCn2nnc3ccccc3c2=O)nnc1-c1ccc(Cl)cc1	8	104	36	19	2.1	96
12	O=C(N/N=C/c1cccnc1)c1ccc([N+](=O)[O-])cc1Cl	6	107	11	39	2.3	103

No.	Cdc42 wt GTP	Rac1 mut GTP	Rab7 wt modul	HRas wt GTP bind	Pf gametocyte
1	102	100	97	102	.
2	102	98	103	99	.
3	93	92	98	93	8
4	98	99	94	98	-23
5	95	98	101	96	-10
6	103	99	102	103	.
7	104	102	101	103	.
8	101	98	102	99	.
9	99	101	97	99	.
10	98	98	98	98	.
11	101	98	101	99	6
12	104	103	104	104	.

Next section:
No.	structure	Mcl1 Noxa PPI	Rac1 wt GTP bind	Avidin fluor	ABCG2 block	ABCB1 inh	Rab2 wt GTP
13	Cn1ccnc1SCC(=O)Nc1ccc(F)c([N+](=O)[O-])c1	5	97	7	9	0.5	99
14	COc1ccc(OC)c(NC(=O)CN2CCN(C(=O)c3ccco3)CC2)c1	8	98	8	22	-0.2	100
15	CCOc1ccc(/C(O)=C2/C(=O)C(=O)N(CCCn3ccnc3)C2c2cccs2)cc1Cl (stereo not given)	2	94	26	0	0.2	92
16	CCNC(=O)NC(=O)C(C)OC(=O)c1oc2ccccc2c1CSC1CCCCC1 (stereo not given)	22	104	13	2	1.4	102
17	COc1cc(OC)c(NC(=O)CS(=O)(=O)Cc2nc(-c3ccc(C)cc3)oc2C)cc1Cl	0	95	7	3	0.6	97
18	CCCOc1cc(C)c(S(=O)(=O)N2CCOCC2)cc1C	7	98	15	11	0.5	98
19	O=C1N=c2ccccc2=C1c1sc(=S)n(CC2CCCO2)c1O (stereo not given)	6	99	9	1	0.4	100
20	COC(=O)c1ccccc1NC(=O)c1c(Br)cnn1C	3	105	4	1	0.3	102
21	CCN(C(=O)COC(=O)c1c(C)nn(-c2ccccc2)c1C)C1CCS(=O)(=O)C1 (stereo not given)	-12	103	5	8	0.1	101
22	Cc1nn2cc(-c3ncc(C(F)(F)F)cc3Cl)cnc2c1Br	10	100	10	2	0.9	104
23	O=C(NCCc1ccccn1)c1cc(-c2ccc(Cl)cc2)nc2ccccc12	15	100	10	33	2.2	98
24	O=C(Cc1n[nH]c(=O)[nH]c1=O)N/N=C/c1c(O)ccc2ccccc12	7	91	24	0	0.2	92

No.	Cdc42 wt GTP	Rac1 mut GTP	Rab7 wt modul	HRas wt GTP bind	Pf gametocyte
13	97	94	105	98	2
14	96	100	98	98	.
15	94	90	94	95	.
16	99	103	100	102	.
17	96	94	96	96	.
18	95	100	95	100	.
19	100	97	101	100	.
20	106	101	99	103	.
21	99	98	104	99	5
22	103	96	99	101	-31
23	100	98	94	97	8
24	89	85	101	95	-6

Random excerpt: 3 records from the list.
No.	structure	Mcl1 Noxa PPI	Rac1 wt GTP bind	Avidin fluor	ABCG2 block	ABCB1 inh	Rab2 wt GTP
24	O=C(Cc1n[nH]c(=O)[nH]c1=O)N/N=C/c1c(O)ccc2ccccc12	7	91	24	0	0.2	92
15	CCOc1ccc(/C(O)=C2/C(=O)C(=O)N(CCCn3ccnc3)C2c2cccs2)cc1Cl (stereo not given)	2	94	26	0	0.2	92
7	Clc1ccc(OCCCNCc2ccccc2)c(Br)c1	21	101	15	1	0.5	106

No.	Cdc42 wt GTP	Rac1 mut GTP	Rab7 wt modul	HRas wt GTP bind	Pf gametocyte
24	89	85	101	95	-6
15	94	90	94	95	.
7	104	102	101	103	.

The list continues.
No.	structure	Mcl1 Noxa PPI	Rac1 wt GTP bind	Avidin fluor	ABCG2 block	ABCB1 inh	Rab2 wt GTP
25	COc1ccc(C2CC(=O)C3=C(C2)Nc2ccccc2NC3c2coc3ccccc3c2=O)cc1OC (stereo not given)	10	100	9	4	.	95
26	CC1CCc2nc(NC(=O)C3COc4ccccc4O3)sc2C1 (stereo not given)	13	102	7	-3	-2.2	101
27	Cc1cc(C(=O)OCC(=O)NC2CCS(=O)(=O)C2)c(C)n1-c1ccccc1 (stereo not given)	1	102	18	0	0.1	101
28	COc1cc(OC)cc(-n2nnnc2SCC(=O)NCc2cccs2)c1	5	100	13	14	1.3	97
29	COc1ccc(C(=O)Nc2ccc(SC(F)F)cc2)cc1	8	101	16	7	.	96
30	NS(=O)(=O)c1ccc(NC(=O)/C=C/c2ccccc2[N+](=O)[O-])cc1	22	102	11	3	1.0	102
31	CC(C)(C)NC(=O)Nc1cccc(Cl)c1Cl	-4	96	3	9	0.9	93
32	O=C(O)c1cc2c(o1)CCC/C2=N\O	19	102	11	3	0.8	100
33	CCOC(=O)NCc1ccc(S(=O)(=O)Nc2ccccc2C)cc1	2	100	15	0	0.5	105
34	CC(O)CNc1nc2c(c(=O)n(C)c(=O)n2C)n1C/C=C/c1ccccc1 (stereo not given)	7	105	6	1	0.0	102
35	Cc1cccc(NC(=O)CSc2nc(N)c(NC(=O)c3cccs3)c(=O)[nH]2)c1	0	102	4	3	0.2	99
36	O=C(Nc1ccc(F)cc1)Nc1nnc(-c2ccco2)s1	28	98	33	0	-0.3	99

No.	Cdc42 wt GTP	Rac1 mut GTP	Rab7 wt modul	HRas wt GTP bind	Pf gametocyte
25	94	98	95	96	10
26	104	99	98	99	.
27	100	99	99	100	-55
28	97	98	96	97	-9
29	95	99	99	99	17
30	105	100	104	101	.
31	95	95	94	93	-13
32	101	96	98	100	.
33	102	99	109	104	7
34	105	102	100	103	13
35	98	97	103	98	.
36	97	99	110	102	-3

(continued)
No.	structure	Mcl1 Noxa PPI	Rac1 wt GTP bind	Avidin fluor	ABCG2 block	ABCB1 inh	Rab2 wt GTP
37	COc1cccc(N2CCN(C(=O)c3ccc(N4C(=O)NC5CC4(C)Oc4ccccc45)cc3)CC2)c1 (stereo not given)	9	103	6	-1	-0.6	105
38	COc1ccc(-c2cc(C(F)(F)F)c(C#N)c(SCC(=O)Nc3ccc(C)cc3)n2)cc1	-10	108	14	12	0.4	102
39	Cc1ccc(CNC(=O)CSc2c3c(nc4ccc(Cl)cc24)CCCC3)o1	9	100	13	76	4.6	96
40	O=C(CSc1nnnn1-c1ccc(Cl)cc1)Nc1cccnc1Cl	4	100	37	5	0.4	100
41	O=S(=O)(NCCc1cn2ccccc2n1)c1cccs1	14	102	6	2	0.5	100
42	Cc1cc2oc(C(=O)N(Cc3ccco3)C3CCS(=O)(=O)C3)cc(=O)c2cc1Cl (stereo not given)	8	94	15	2	-1.1	95
43	NC(=O)c1ccc(-n2nnnc2SCc2ccccc2)cc1	22	109	5	3	1.3	102
44	O=C(c1cc2ccccc2o1)N1CCC(N2CCC(C(=O)N3CCCC3)CC2)CC1	13	96	15	1	0.4	100
45	CCC(C)OC(=O)c1[nH]c2c(c1C)C(=O)CC(c1ccc(N(C)C)cc1)C2 (stereo not given)	-7	104	25	14	1.3	102
46	COC(=O)C1=C(CSc2nncn2C)NC(=O)NC1c1cc(C)ccc1C (stereo not given)	8	101	7	0	0.0	99
47	S=C(NCC1CCCO1)Nc1cccc(Cl)c1 (stereo not given)	3	100	10	9	0.0	99
48	COc1ccc(NC(=O)C2c3cc(OC)c(OC)cc3C(=O)N(C)C2c2cccnc2)cc1OC (stereo not given)	16	94	31	3	0.5	96

No.	Cdc42 wt GTP	Rac1 mut GTP	Rab7 wt modul	HRas wt GTP bind	Pf gametocyte
37	105	101	102	105	0
38	100	101	104	102	.
39	96	98	95	97	.
40	98	98	100	100	.
41	99	98	101	102	.
42	97	94	95	97	-4
43	107	103	97	103	-19
44	101	94	100	99	-17
45	103	100	96	100	.
46	101	98	99	100	.
47	96	96	112	97	-9
48	98	94	95	97	.

Next section (2 carried over from the part before).
No.	structure	Mcl1 Noxa PPI	Rac1 wt GTP bind	Avidin fluor	ABCG2 block	ABCB1 inh	Rab2 wt GTP
47	S=C(NCC1CCCO1)Nc1cccc(Cl)c1 (stereo not given)	3	100	10	9	0.0	99
48	COc1ccc(NC(=O)C2c3cc(OC)c(OC)cc3C(=O)N(C)C2c2cccnc2)cc1OC (stereo not given)	16	94	31	3	0.5	96
49	O=C(O)CCC(=O)NNc1ncnc2ccccc12	5	101	9	5	1.0	93
50	C=CC[n+]1c(-c2ccc(OCC)cc2)csc1NNC(=O)Nc1ccccc1	8	100	6	1	0.2	101
51	COc1cc(C(c2c(C)[nH][nH]c2=O)c2c(C)[nH][nH]c2=O)ccc1OC(C)C	12	107	13	11	0.5	101
52	O=C(Cc1cccs1)N1CCN(c2cccc(Cl)c2)CC1	-3	99	13	7	0.5	102
53	COc1ccc(OC)c(-c2nnc(SCC(=O)N3CCOCC3)o2)c1	-6	107	31	16	0.3	99
54	CC(C)N1C(=O)S/C(=C/c2ccccc2OCc2ccc(C(=O)O)cc2)C1=O	-3	98	21	0	-0.3	97
55	O=C(CCSc1nc(-c2ccc3c(c2)OCO3)cc(C(F)(F)F)n1)NCc1ccco1	22	92	3	2	0.6	97
56	COc1cccc(/C=C/C(=O)NCc2cn3cc(Cl)ccc3n2)c1	5	90	8	4	0.6	92

No.	Cdc42 wt GTP	Rac1 mut GTP	Rab7 wt modul	HRas wt GTP bind	Pf gametocyte
47	96	96	112	97	-9
48	98	94	95	97	.
49	91	95	106	96	17
50	101	99	102	101	.
51	103	100	102	102	-15
52	101	95	104	96	16
53	105	99	98	101	-22
54	94	94	103	99	15
55	97	96	96	94	.
56	90	89	98	92	.
